Screening results as filed in PubChem BioAssay.
HTRA1 inh: blocks human HTRA1 serine peptidase. recombinant HTRA1, FP-rhodamine activity-based probe, fluorescence polarization. Q92743. inhibition, % at 5.96 µM. 340,000 compounds, 0.5% hits; in the data active = inhibition above about 36%;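 also: 0% = enzyme with DMSO and 100% = wells lacking enzyme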
Target sequence (Q92743 whole entry, looked up): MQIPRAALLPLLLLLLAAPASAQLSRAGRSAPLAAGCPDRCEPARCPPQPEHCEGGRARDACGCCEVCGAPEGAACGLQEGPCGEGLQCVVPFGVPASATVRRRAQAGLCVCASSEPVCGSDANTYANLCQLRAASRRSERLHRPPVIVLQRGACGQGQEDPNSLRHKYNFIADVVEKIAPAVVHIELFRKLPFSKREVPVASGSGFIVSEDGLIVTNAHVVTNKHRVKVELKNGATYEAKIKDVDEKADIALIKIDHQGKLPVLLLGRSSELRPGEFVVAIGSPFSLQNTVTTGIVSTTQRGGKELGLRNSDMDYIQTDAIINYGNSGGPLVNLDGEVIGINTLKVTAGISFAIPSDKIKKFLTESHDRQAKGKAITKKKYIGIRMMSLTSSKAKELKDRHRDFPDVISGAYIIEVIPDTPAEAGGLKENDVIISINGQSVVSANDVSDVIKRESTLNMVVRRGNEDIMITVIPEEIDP
Active calls of the source: *. Only part of the results is shown (hit frequency here may not be typical).

Results for C=C(C)C(=O)Nc1cccc(C2=NOC3(C2)C[C@H](C(N)=O)N(C(=O)CC)C3)c1 (some centres not stated) ?
HTRA1 inh: 1

What do the screens show for `CCOC(=O)C1CCCN(C(=O)c2ccc(CS(=O)(=O)c3ccc(C)cc3)o2)C1` (configuration not stated)?
HTRA1 inh: -3

What do the screens show for `Cc1ccc(NC(=O)CN2C(=O)S/C(=C\c3cccn3-c3cccc(C(=O)O)c3)C2=O)c(C)c1`?
HTRA1 inh: -7

What do the screens show for `Cc1[nH]n(-c2ncc(-c3ccc(Cl)cc3)s2)c(=O)c1C(c1ccc(Cl)cc1)C(C#N)C#N` (configuration not stated)?
HTRA1 inh: 18

What do the screens show for `Cc1cc(OCC(=O)N2CCC(C(N)=O)CC2)c2c(C)c(C)c(=O)oc2c1`?
HTRA1 inh: -2

Results for COc1ccc(-n2c(C)c(C)c3c(NCCO)ncnc32)cc1 ?
HTRA1 inh: -1

How did c1cncc(-c2nc(NCC3CCCO3)c3ccccc3n2)c1 (configuration not stated) do in these assays?
HTRA1 inh: -12

What do the screens show for `O=[N+]([O-])c1ccc(N=Nc2ccc(O)c3ccccc23)cc1`?
HTRA1 inh: 28

Results for O=c1[nH]c(S)nc2sc3c(c12)CCCC3 ?
HTRA1 inh: 5

How did COc1ccc(-c2sc3ccc(OC)cc3c2C#CCCO)cc1 do in these assays?
HTRA1 inh: -55

Results for Cc1cc(C)c(S(=O)(=O)/N=C2\C=CC(=O)C(Cl)=C2)c(C)c1 ?
HTRA1 inh: 19

How did CC1CN(C(=S)c2cccc([N+](=O)[O-])c2)CC(C)O1 (configuration not stated) do in these assays?
HTRA1 inh: -1

What do the screens show for `Cc1cccc(C)c1OCCCN1CCOCC1`?
HTRA1 inh: 0

How did COc1ccc(CCC(=O)Nc2cc(S(C)(=O)=O)ccc2Cl)cc1 do in these assays?
HTRA1 inh: -4

What do the screens show for `Cc1ccc(NC(=O)CSCC(=O)Nc2cc(C(F)(F)F)ccc2N2CCOCC2)cc1`?
HTRA1 inh: -15

What do the screens show for `Cc1ccc(-n2nc3c(N4CCC(C(=O)N5CCCCCC5)CC4)nnc(C)c3c2C)cc1`?
HTRA1 inh: -12

Results for Cc1ccc(NC2CCCN(C(=O)c3ccc(C)c(N4CCNC4=O)c3)C2)cc1C (configuration not stated) ?
HTRA1 inh: -2

How did Cc1ccc(C(=O)NCCc2ccccc2)cc1 do in these assays?
HTRA1 inh: 2

How did CNC(=O)Cn1ncc2c3ccccc3n(C)c2c1=O do in these assays?
HTRA1 inh: 5

How did Cc1ccc(C2CC(=O)C=C(O)C2)cc1 (configuration not stated) do in these assays?
HTRA1 inh: -6

What do the screens show for `CC1=C(C(N)=O)C(c2cccs2)n2nc(-c3cccc(Cl)c3)nc2N1` (configuration not stated)?
HTRA1 inh: -13

How did C#CCOc1ccc(OC)cc1C(c1c(C)[nH][nH]c1=O)c1c(C)[nH][nH]c1=O do in these assays?
HTRA1 inh: 8

Results for CCOc1ccc(C=NNc2ccc(S(=O)(=O)Nc3ccccc3C(=O)O)cc2[N+](=O)[O-])cc1OC ?
HTRA1 inh: 15

What do the screens show for `CCC(C)C1/C=C\CC(NC(=O)OCC2c3ccccc3-c3ccccc32)CC(=O)N1Cc1ccccc1` (configuration not stated)?
HTRA1 inh: -55

What do the screens show for `Cc1ccc2nsnc2c1NC(=O)c1ccc([N+](=O)[O-])o1`?
HTRA1 inh: -4

What do the screens show for `CC(=O)c1cccc(-n2c(CCC(=O)O)ccc2-c2ccc(C)cc2)c1`?
HTRA1 inh: -2

Results for COCCCNC(=O)Cn1c(=O)n(Cc2ccc(F)cc2)c(=O)c2sccc21 ?
HTRA1 inh: -13

How did CCN(CC)c1ccc(NC(=O)Nc2cccc3ccccc23)cc1 do in these assays?
HTRA1 inh: 13

How did O=C(NCCN1CCN(c2ccccc2)CC1)C1CCCN(S(=O)(=O)c2cnc[nH]2)C1 (configuration not stated) do in these assays?
HTRA1 inh: 0

What do the screens show for `COc1ccc2c(c1OC)c(=O)n1c3ccc(OC(C)C(=O)NCCCN4CCOCC4)cc3c3ccnc2c31` (configuration not stated)?
HTRA1 inh: 1

How did CCOC(=O)NCc1ccccc1 do in these assays?
HTRA1 inh: -6

Results for CCCCCCCCN1C(=O)N(C)C(N(O)C(=O)NC)C1(C)C (configuration not stated) ?
HTRA1 inh: 3

Results for CCN(c1ccc(OC)cc1)S(=O)(=O)c1nnc(NC(=O)COc2ccc(C)cc2)s1 ?
HTRA1 inh: -2

How did CCCCN(C)S(=O)(=O)c1cc(Br)cc2c1N(C(=O)C1CC1)CC2 do in these assays?
HTRA1 inh: -13

How did COc1ccccc1-c1sc2ccccc2c1-c1ccc(OCCN2CCCCC2)cc1 do in these assays?
HTRA1 inh: -14

How did N=c1oc2c3c4c(cc2cc1C(=O)Nc1ccccc1)CCCN4CCC3 do in these assays?
HTRA1 inh: 15

What do the screens show for `CCC(=O)NC(c1ccc(C)cc1)c1cc(Cl)c2cccnc2c1O` (configuration not stated)?
HTRA1 inh: 62*

Results for CC(=O)N1CCc2cc(S(=O)(=O)NCCC(=O)Nc3ccc4c(c3)OCCO4)ccc21 ?
HTRA1 inh: -4

How did O=C(Nc1nnc(-c2ccc(F)cc2)o1)c1ccc(S(=O)(=O)N2CCOCC2)cc1 do in these assays?
HTRA1 inh: 6

Results for O=C(Nc1ccc(Cl)cc1)NC1CCCC1Cc1ccco1 (configuration not stated) ?
HTRA1 inh: -29

What do the screens show for `O=C1CCNc2cc3ccccc3cc21`?
HTRA1 inh: 41*

How did Cc1c([N+](=O)[O-])nnn1-c1cc(Cl)cc(Cl)c1 do in these assays?
HTRA1 inh: -9

What do the screens show for `Clc1ccc(-c2nnc(C34CC5CC(CC(C5)C3)C4)o2)cn1`?
HTRA1 inh: 3

What do the screens show for `C=CC(=O)Nc1cccc(Oc2ccnc3[nH]ccc23)c1`?
HTRA1 inh: -38

What do the screens show for `CCCCNC(=O)c1cn(C)c2ccc(S(=O)(=O)N3CC(C)CC(C)C3)cc2c1=O` (configuration not stated)?
HTRA1 inh: -2

What do the screens show for `C=CC(=O)Nc1cccc(Nc2nc(N[C@H]3CC[C@H](N(C)C)CC3)nc3c2ncn3C(C)C)c1`?
HTRA1 inh: 8

How did N=c1c(-c2nc3ccccc3[nH]2)cc(C(=O)c2cccs2)nn1-c1ccccc1 do in these assays?
HTRA1 inh: 7

Results for O=S(=O)(NC1CCCC1)c1cccc(-c2nnc(-c3ccccc3)o2)c1 ?
HTRA1 inh: -31

How did C=C(C)C(=O)N1CC2(CC(c3cccc(NC(=O)CC)c3)=NO2)C[C@H]1C(N)=O (some centres not stated) do in these assays?
HTRA1 inh: 1

Results for Cc1ccccc1SCC(=O)Nc1cc(C(F)(F)F)ccc1N1CCOCC1 ?
HTRA1 inh: -35

How did C#CCOCCOCCOCCNc1nc(N2CCN(C(=O)[C@H](CCCCN)n3cc(CCCC)nn3)CC2)nc(N2CCN(C(=O)[C@H](Cc3ccc(O)cc3)n3cc(CCO)nn3)CC2)n1 do in these assays?
HTRA1 inh: -8

What do the screens show for `COc1ccc(OC)c(CCNC(=O)c2ccc3c(c2)N(Cc2ccc(F)cc2)CCS3)c1`?
HTRA1 inh: -15

How did CCCCNC(=O)Cn1nc(-c2ccc(C)cc2)ccc1=O do in these assays?
HTRA1 inh: -2

What do the screens show for `COc1ccc(C2(C(=O)c3ccccc3)C(=O)c3ccccc3C2=O)cc1`?
HTRA1 inh: 3

Results for CC1=C/C(=N\OS(=O)(=O)c2ccccc2)C(C)=CC1=O ?
HTRA1 inh: 3

What do the screens show for `Oc1ccc(N=Nc2nccs2)c(O)c1`?
HTRA1 inh: 11

What do the screens show for `Cc1ccc(C)c(N2CCN(C(=O)C3CCCN(S(=O)(=O)c4c(C)[nH]c(=O)[nH]c4=O)C3)CC2)c1` (configuration not stated)?
HTRA1 inh: -7

What do the screens show for `Cc1cccc(N2C(=O)c3cccc4c(N(C)CCO)ccc(c34)C2=O)c1`?
HTRA1 inh: -6

How did CC(=O)N1[C@H](Cc2ccccc2)C=C[C@]1(C)C(=O)NCc1ccc(C)o1 do in these assays?
HTRA1 inh: -4

What do the screens show for `CC(=O)c1ccc(NS(=O)(=O)c2ccc(-c3cnc(C4CC4)o3)cc2)cc1`?
HTRA1 inh: 3

Sorted by heavy-atom count (largest number first): part of the list above.
How did C#CCOCCOCCOCCNc1nc(N2CCN(C(=O)[C@H](CCCCN)n3cc(CCCC)nn3)CC2)nc(N2CCN(C(=O)[C@H](Cc3ccc(O)cc3)n3cc(CCO)nn3)CC2)n1 do in these assays?
HTRA1 inh: -8

What do the screens show for `Cc1ccc(C)c(N2CCN(C(=O)C3CCCN(S(=O)(=O)c4c(C)[nH]c(=O)[nH]c4=O)C3)CC2)c1` (configuration not stated)?
HTRA1 inh: -7

What do the screens show for `COc1ccc(OC)c(CCNC(=O)c2ccc3c(c2)N(Cc2ccc(F)cc2)CCS3)c1`?
HTRA1 inh: -15

How did N=c1c(-c2nc3ccccc3[nH]2)cc(C(=O)c2cccs2)nn1-c1ccccc1 do in these assays?
HTRA1 inh: 7

Results for Cc1ccccc1SCC(=O)Nc1cc(C(F)(F)F)ccc1N1CCOCC1 ?
HTRA1 inh: -35

What do the screens show for `CC(=O)c1ccc(NS(=O)(=O)c2ccc(-c3cnc(C4CC4)o3)cc2)cc1`?
HTRA1 inh: 3

Results for O=S(=O)(NC1CCCC1)c1cccc(-c2nnc(-c3ccccc3)o2)c1 ?
HTRA1 inh: -31

How did CCCCNC(=O)Cn1nc(-c2ccc(C)cc2)ccc1=O do in these assays?
HTRA1 inh: -2

Results for CC1=C/C(=N\OS(=O)(=O)c2ccccc2)C(C)=CC1=O ?
HTRA1 inh: 3

What do the screens show for `Oc1ccc(N=Nc2nccs2)c(O)c1`?
HTRA1 inh: 11

Carrying on.
Results for Cn1c(=O)oc2cc(S(=O)(=O)N3CCC(N4CCCCC4)CC3)ccc21 ?
HTRA1 inh: -1

How did CN(CC(=O)Nc1ccc(F)cc1)C(=O)COC(=O)c1cc([N+](=O)[O-])ccc1N1CCOCC1 do in these assays?
HTRA1 inh: 4

Results for COc1cc2cncc(Cc3ccc(Cl)cc3)c2cc1OC ?
HTRA1 inh: -19

What do the screens show for `CCC(=O)Nc1cccc(NC(=O)CN2CCN(c3ccccc3OC)CC2)c1`?
HTRA1 inh: 6

What do the screens show for `O=C(O)COc1ccc(Br)cc1/C=N\Nc1ccccn1`?
HTRA1 inh: 7

How did CCN(CC)C(=O)NCc1c(C)cc(C)cc1C do in these assays?
HTRA1 inh: 1

Results for Cn1c(/C=C/c2ccc([N+](=O)[O-])o2)nc2ccccc2c1=O ?
HTRA1 inh: -4

What do the screens show for `COc1ccc(S(=O)(=O)N(CC(=O)N2CCN(c3ccccc3OC)CC2)c2ccccc2)cc1`?
HTRA1 inh: -8

How did O=C(Nc1ccc(Oc2ccccc2)cc1)c1ccco1 do in these assays?
HTRA1 inh: -6

What do the screens show for `CCOc1ccc(NCc2nnc(SCC(=O)Nc3cc(C)on3)n2-c2ccc(OC)cc2)cc1`?
HTRA1 inh: 1

What do the screens show for `CCN(c1ccccc1)S(=O)(=O)c1ccc2c(c1)C(C)(C)C(=O)N2C`?
HTRA1 inh: -7

What do the screens show for `CC(=O)OC[C@H]1COc2ccc3ccccc3c2[C@H]1N(C)C(C)=O`?
HTRA1 inh: -1

What do the screens show for `O=C(COC(=O)c1ccc([N+](=O)[O-])s1)NNC(=O)c1ccccc1`?
HTRA1 inh: 32

What do the screens show for `CCOC(=O)C1CCN(c2ncnc3c2cnn3C)CC1`?
HTRA1 inh: -1

What do the screens show for `CCN(CC)c1ncnc2sc(C(=O)N3CCN(c4ccc(OC)cc4)CC3)c(C)c12`?
HTRA1 inh: 3

How did COc1cccc(C2/C(=C(/O)c3ccc4c(c3)CC(C)O4)C(=O)C(=O)N2CC2CCCO2)c1 (configuration not stated) do in these assays?
HTRA1 inh: 5

What do the screens show for `O=C(/C=C/c1ccc(Cl)cc1)NCCCn1ccnc1`?
HTRA1 inh: 2

What do the screens show for `CCN1C(=NCc2ccc(OC)cc2)N[C@@H](CCc2ccccc2)[C@H](C(=O)NCc2ccc(OC)cc2)[C@H]1C`?
HTRA1 inh: -27

How did CC1=NN(c2ccc([N+](=O)[O-])cc2)C(=O)C1 do in these assays?
HTRA1 inh: 2

Results for O=C1C(=O)N(CCN2CCOCC2)C(c2ccc(Cl)cc2)/C1=C(/O)c1ccc(S(=O)(=O)N2CCOCC2)cc1 (configuration not stated) ?
HTRA1 inh: 0

What do the screens show for `C=C[C@]1(C)C=C2CCC3[C@](C)(CCC[C@@]3(C)C(=O)O)C2CC1` (some centres not stated)?
HTRA1 inh: -22

How did O=C(O)COc1ccc(/C=N/NC(=O)c2ccccc2Br)cc1 do in these assays?
HTRA1 inh: 0

How did CCOC(=O)N1CCN(c2ncnc3scc(-c4ccc(Cl)cc4)c23)CC1 do in these assays?
HTRA1 inh: -14

What do the screens show for `N#Cc1ccc(C23CC4(C2)[C@H](CN(P(=O)(c2ccccc2)c2ccccc2)[C@@H]4c2ccccc2)C3c2ccc(Cl)nc2)cc1` (some centres not stated)?
HTRA1 inh: -82

How did Cc1cc(C)c2c(c1)c(C)cc1nnc(SCC(=O)c3cccs3)n12 do in these assays?
HTRA1 inh: -1

Results for COc1ccc(CN2C(=O)C(Cc3ccccc3)Nc3ncnc(N4CCCCC4)c32)cc1 (configuration not stated) ?
HTRA1 inh: -9

Results for CCc1ccc(C2C(C#N)=C(N)C(C#N)(C#N)C3=CCC(C(C)(C)C)CC32)cc1 (configuration not stated) ?
HTRA1 inh: -24

How did Cn1cc(Cl)c(C(=O)N/N=C/c2ccc3c4c(cccc24)CC3)n1 do in these assays?
HTRA1 inh: -19

What do the screens show for `O=C(NNS(=O)(=O)c1ccc(F)cc1)c1ccc([N+](=O)[O-])cc1`?
HTRA1 inh: 5

What do the screens show for `OC[C@@H]1[C@@H](c2ccccc2)C(c2ccc(F)cc2)=NN1c1ccccc1`?
HTRA1 inh: 9

What do the screens show for `CCCNC(=O)Cn1cnc2sc(C(=O)N3CCCC(C(=O)OCC)C3)c(C)c2c1=O` (configuration not stated)?
HTRA1 inh: -15

How did O=C(CCn1c(=O)[nH]c2ccccc2c1=O)NCCCN1CCN(c2cccc(Cl)c2)CC1 do in these assays?
HTRA1 inh: -4
